NCI-60 one-dose screen, 48 h, at 10 µM unless noted. Numbers give growth in % (100 = growth as untreated, 0 = no growth, -100 = all killed).
T-47D = T-47D breast cancer. 79,000 compounds, 5% hits. AID 1794792
MDA-MB-231 = MDA-MB-231 breast cancer. AID 1794789. 81,000 compounds, 5% hits
HS 578T = HS 578T breast cancer | 78,000 compounds, 4.1% hits | AID 1794788
SK-MEL-28 = SK-MEL-28 melanoma; 81,000 compounds, 4.1% hits; AID 1794761
MDA-MB-468 = MDA-MB-468 breast cancer | 78,000 compounds, 8.5% hits
MCF7 = MCF7 breast cancer | 82,000 compounds, 6.3% hits
LOX IMVI = LOX IMVI melanoma; 79,000 compounds, 7.4% hits; AID 1794757
BT-549 = BT-549 breast cancer | AID 1794793 | 78,000 compounds, 4.4% hits
* hit, by the source's call; · = no result given; & = joins results of further samples. The calls were made as follows: active = growth percent below 10; inactive = the rest.

mol	BT-549	MDA-MB-231	MCF7	HS 578T	T-47D	SK-MEL-28	LOX IMVI	MDA-MB-468
Cc1cccc(NC(=O)Oc2ccc(Cl)cc2C(=O)c2ccccc2)c1	112	84	93	104	101	101	·	98
Clc1ccccc1C=NCCN=Cc1ccccc1Cl	104	98	79	96	85	103	98	98
COc1ccccc1NC(=O)C1CC(c2ccc(F)cc2)=NO1 (stereo not drawn)	112	99	91	94	94	107	96	100
CCOC(=O)[C@@H]1C[C@H]1c1ccccc1	110	114	94	111	101	109	97	104
COc1cc(C(=O)OC2c3ccccc3CCC2N(C)C)cc(OC)c1OC (stereo not drawn)	108	106	100	108	93	103	98	99
O=C(O)CSc1cc(Cl)ccc1Cl	·	99	94	97	101	110	96	86
COc1ccc(-c2cnc3c(-c4cccc5cnccc45)cnn3c2)cc1	50	38	79	74	23	60	80	48
O=C(/C=C/c1c(-c2ccc(Cl)cc2)nn(-c2ccccc2)c1C(F)(F)F)c1ccc(Cl)cc1	97	80	62	92	65	103	75	·
Cn1c(=O)c2nc(CC(=O)c3ccccc3)c(=O)[nH]c2n(C)c1=S	97	87	85	88	98	108	93	98
Cc1ccc(Sc2oc(-c3ccc(C)cc3)nc2[P+](c2ccccc2)(c2ccccc2)c2ccccc2)cc1	-31*	-12*	-24*	-8.3*	1.6*	17	-69*	-37*
C1=Cc2ccccc2CC1	109	98	114	99	100	127	88	116
CC(C)(C)c1ccc(C(=O)O)c(Br)c1	105	108	96	109	99	113	101	119
COc1cc(/C=C/c2cc(/C=C/c3ccc(O)c(OC)c3)n(-c3c(Cl)cccc3Cl)c(=O)n2)ccc1O	15	29	14	36	24	18	2.8*	30
c1ccc(CNNCc2ccccc2)cc1	·	118	98	123	114	110	106	117
Nc1ccc2oc(=O)c(C(=O)O)cc2c1	127	81	104	98	102	102	102	98
O=C1CNC(c2cccc([N+](=O)[O-])c2)N1O (stereo not drawn)	105	115	97	109	119	106	99	105
Nc1ccc(N)c([N+](=O)[O-])c1	97	81	101	105	91	115	100	88
COc1cc(NCCCCCNC(C)C)c2ncccc2c1	89	93&89	86&85	83	82	99&98	83&87	39&88
Cc1ccc(NC(=O)CCl)cc1Cl	77	89	87	94	90	107	6.8*	108
O=C(NC(=S)Nc1cccc(NC(=S)NC(=O)c2ccccc2)c1)c1ccccc1	58	57	58	19	55	55	71	98
CC/C=C\C[C@H](O)C/C=C1/C(=O)C=C[C@@H]1C/C=C\CCCC(=O)NC	-4.0*	26	8.9*	48	-0.6*	-17*	-72*	-47*
C/C(=N/NS(=O)(=O)c1ccc(N)cc1)C(C)(C)C	100	99	98	106	83	111	88	110
CC1(C)C2CC[C@]3(C)C(C(=O)C=C4[C@@H]5C[C@@](C)(C(=O)O)CC[C@]5(C)CC[C@]43C)[C@@]2(C)CC[C@@H]1OC(=O)CCC(=O)O (stereo partly drawn)	108	115	92	118	103	117	101	102
O=C(/C=C/c1ccco1)c1ccccc1	106	111	75	73	101	107	97	98
C[n+]1c2ccccc2nc2ccccc21	·	-2.3*	-19*	-12*	1.3*	-2.4*	-36*	9.7*

Retrieved by compound from the entries so far (four):
mol	BT-549	MDA-MB-231	MCF7	HS 578T	T-47D	SK-MEL-28	LOX IMVI	MDA-MB-468
COc1cc(C(=O)OC2c3ccccc3CCC2N(C)C)cc(OC)c1OC (stereo not drawn)	108	106	100	108	93	103	98	99
O=C(O)CSc1cc(Cl)ccc1Cl	·	99	94	97	101	110	96	86
Cc1ccc(NC(=O)CCl)cc1Cl	77	89	87	94	90	107	6.8*	108
CC/C=C\C[C@H](O)C/C=C1/C(=O)C=C[C@@H]1C/C=C\CCCC(=O)NC	-4.0*	26	8.9*	48	-0.6*	-17*	-72*	-47*

Further entries.
mol	BT-549	MDA-MB-231	MCF7	HS 578T	T-47D	SK-MEL-28	LOX IMVI	MDA-MB-468
O=C(O)C12C3CCC(O3)C1(C(=O)O)C1CCC2O1 (stereo not drawn)	99	103	102	106	93	107	95	99
CCCCCCCCCCCC(c1ccccc1)N(C)C (stereo not drawn)	101	77	91	93	100	99	93	95
CCCSC(=O)c1ccccc1	112	120	109	·	88	119	96	96
Cn1nc(-c2ccc(O)c(-c3ncc[nH]3)c2)c2ccccc2c1=O	98	79	69	75	61	99	77	65
COc1ccc2c(c1)c(-c1nc(N)nnc1-c1ccccn1)cn2C	83	85	82	99	86	121	97	106
O=C(CCl)Nc1ccc(Cc2ccc(NC(=O)CCl)cc2)cc1	-23*	-16*	1.5*	36	15	5.2*	-85*	-37*
O=C1c2c(c3c4ccccc4n(CCCCCCN4CCOCC4)c3c3[nH]c4ccccc4c23)C(=O)N1O	92	48	6.5*	106	80	118	-88*	103
COC(=O)c1ccc(C=O)cc1	99	98	92	99	98	100	101	116
CC[N+](CC)(CC)CC	99	116	94	129	92	108	96	92
Cc1onc(-c2ccccc2)c1C(=O)NC1C(=O)N2[C@@H]1SC(C)(C)[C@@H]2C(=O)O (stereo partly drawn)	111	111	103	116	119	108	101	102
COc1ccc(-c2csc(NC(=O)CSc3nc(-c4ccc(Cl)cc4)c(C#N)c(=O)[nH]3)n2)cc1	89	124	95	82	86	98	106	85
CCC(=O)Oc1ccc(/C(=C(\C)c2ccccc2)c2ccc(OCCN3CCCCC3)cc2)cc1	83	91	24	73	34	71	81	70
COc1ccc(-c2cnoc2-c2ccc(OC)cc2O)cc1	56	46	20	-7.5*	40	45	41	1.0*
CC(=O)CCS(=O)c1ccccc1 (stereo not drawn)	119	106	92	98	100	109	97	104
CCCCCN(c1ccc(C(=O)OCC)cc1)S(=O)(=O)c1ccc(C)cc1	100	92	80	97	80	119	86	·
C1CCC2(CC1)CCCN2	75	123	91	114	99	109	94	113
OCC1OC(/C(N=Nc2ccccc2)=N\Nc2ccccc2)C(O)C1O (stereo not drawn)	102	111	87	103	101	120	101	105
O=C(Nc1ccc(OCc2nnc(-c3ccccc3)o2)c(F)c1)c1ccccc1	105	80	93	104	·	97	90	70
CC(C)=CCC/C(C)=C/CC/C(C)=C/CCc1ccsc1	109	133	103	119	92	109	·	109
N#Cc1c(N)nn(C(=O)c2ccc(NC(=O)c3ccccn3)cc2)c1-c1ccc(Cl)cc1	16	61	36	29	-17*	70	30	-29*
O=S(=O)(Nc1ccccn1)c1ccc(NC2Nc3nc4ccccc4nc3S2)cc1 (stereo not drawn)	98	94	96	104	108	103	98	103
CC(=O)OCCSC#N	97	103	96	115	93	101	99	93
Cn1cc(-c2nonc2-c2cn(C)c3ccc(F)cc23)c2cc(F)ccc21	69	82	28	52	65	69	58	60
COc1ccc(CSc2nnc(SCC(=O)Nc3ccc(Cl)cc3)s2)cc1	69	72	64	76	67	87	47	91
CC1=C(c2cc(-c3ccccc3O)c(C#N)c(N)n2)C(c2ccccc2)NC(=S)N1 (stereo not drawn)	107	102	94	108	98	104	99	111

Among those listed so far, these have two or more sulfur atoms.
mol	BT-549	MDA-MB-231	MCF7	HS 578T	T-47D	SK-MEL-28	LOX IMVI	MDA-MB-468
O=C(NC(=S)Nc1cccc(NC(=S)NC(=O)c2ccccc2)c1)c1ccccc1	58	57	58	19	55	55	71	98
COc1ccc(-c2csc(NC(=O)CSc3nc(-c4ccc(Cl)cc4)c(C#N)c(=O)[nH]3)n2)cc1	89	124	95	82	86	98	106	85
O=S(=O)(Nc1ccccn1)c1ccc(NC2Nc3nc4ccccc4nc3S2)cc1 (stereo not drawn)	98	94	96	104	108	103	98	103
COc1ccc(CSc2nnc(SCC(=O)Nc3ccc(Cl)cc3)s2)cc1	69	72	64	76	67	87	47	91

(further entries)
mol	BT-549	MDA-MB-231	MCF7	HS 578T	T-47D	SK-MEL-28	LOX IMVI	MDA-MB-468
O=C(O)c1cc(=O)[nH]c2ccccc12	94	100	100&99	101&119	114&95	106&118	102&97	110&107
COC(=O)C(C)NC(=O)Cc1ccccc1 (stereo not drawn)	107	118	100	94	100	108	111	100
N[C@H](CC1CC1)C(=O)N[S@@](=O)c1scc(Cl)c1Cl	113	101	91	113	94	109	94	98
Cc1nc(N)[nH]c(=O)c1CCC1OCCO1	93	103	102	107	100	108	93	99
O=C(CSc1nnc2n1N=C(c1ccc(Cl)c(Cl)c1)CS2)c1ccc(Cl)c(Cl)c1	90	87	94	·	93	108	95	106
CCCCOc1ncnc2c1CC(C)c1ccccc1N2C (stereo not drawn)	126	94	101	95	83	105	93	110
COc1ccc(C(=O)N/N=C/c2ccc(Cl)c([N+](=O)[O-])c2)cc1	111	108	24	107	99	98	96	22
C[C@H]1COc2c(C3(N)CC3)c(F)cc3c(=O)c(C(=O)O)cn1c23	113	94	109	99	94	130	96	101
O=S(=O)(NCCCNc1nccc(-c2cn(-c3ccccc3)nc2-c2ccc(Cl)c(O)c2)n1)c1ccccc1	76	72	33	67	43	84	63	60
CCOC(=O)c1nn(-c2ccc(C)cc2)cc1C(=O)c1cc2c(ccc3ccccc32)oc1=O	94	71	60	91	71	101	77	91
COc1cc(/C=C/C(=O)c2ccc(Cl)cc2)cc(CN2CCCCC2)c1O	91	83	48	85	79	98	87	93
CC(C)(C)C1=CC(=O)C(C(C)(C)C)=CC1=O	110&92	109&107	97&87	104	112&79	109&114	100&92	97
CCCCCCc1cccnc1	93	108	90	99	98	103	94	97
COc1ccc2c(c1)Cc1c-2cc(Br)c(N)c1Br	82	72	86	73	86	101	84	57
COc1cc(/C=N/NC(=O)c2cn(C3CC3)c3c(OC)c(N4CC5CCCNC5C4)c(F)cc3c2=O)ccc1O (stereo not drawn)	107	-27*	-28*	107	-30*	94	-84*	55
COc1ccc(OC)c(C(=O)C(=O)c2cc(OC)ccc2OC)c1	114	88	100	103	94	111	96	108
COc1ccc(C(=O)c2no[n+]([O-])c2C(=O)c2ccc(OC)cc2)cc1	50	57	31	108	25	109	-69*	-88*
O=C(ON1C(=O)N[C@H]2CCCC[C@@H]2C1=O)c1ccccc1	·	103	89	89	93	91	88	94
CC(C)/C(=N/O)c1ccccc1	111	100	107	118	114	113	94	105
O=[N+]([O-])c1cccc(-c2nnc(CSc3nnc(-c4ccc(Cl)cc4Cl)o3)o2)c1	105	99	92	111	90	115	96	104
CN(C)c1ccc(/C=N/NC(=O)c2ccc(S(C)(=O)=O)cc2)cc1	100	106	96	102	93	111	101	101
COc1ccc(Cn2cncc2-c2c[nH]c3cc(Cl)ccc23)cc1	·	77	77	89	72	90	72	70
O=C(O)c1ccc(-n2cc(/C=N/Nc3ccc(Br)cc3)c(-c3ccc(F)cc3F)n2)cc1	86	80	72	80	84	109	68	87
COC(=O)[C@@]1(C)CC[C@]2(C)CC[C@]3(C)C(=CC(=O)[C@@H]4[C@@]5(C)Cc6c([nH]c7ccccc67)C(C)(C)[C@@H]5CC[C@]43C)[C@@H]2C1	127	92	65	90	52	101	92	77
C=CCSc1nc2ccccc2cc1/C=C1/SC(=O)NC1=S	100	94	79	88	88	101	95	104
CC1=CC[C@@H]2C(C)(C)[C@@H](O)CC[C@@]2(C)[C@@H]1COc1ccc2ccc(=O)oc2c1	18	79	78	44	-10*	91	52	43
C=C(C)[C@@H]1CC[C@]2(C(=O)O)CC[C@]3(C)[C@H](CC[C@@H]4[C@@]5(C)C[C@@H](CC#Cc6ccccc6)C(=O)C(C)(C)[C@@H]5CC[C@]43C)[C@@H]12	41	55	15	55	22	45	45	20
COC(=O)C1(O)NC(=C(C#N)C#N)C(C#N)=C1C(=O)/C=C/c1ccccc1 (stereo not drawn)	98	87	94	100	113	106	97	100
Cn1cnc([N+](=O)[O-])c1Sc1nc(N)nc2nc[nH]c12	43	30	15	66	47	84	6.7*	·
CC(=S)N/C=C(\C#N)S(=O)(=O)c1ccc(C)cc1	99	108	95	97	86	106	96	102
CCC(=O)Nc1ccc(-c2nc(-c3cccc(OC)c3)c(-c3ccnc(Br)c3)[nH]2)cc1	77	72	26	39	28	66	43	39
O=C(Nc1ccccc1C(=O)N/N=C(\c1ccccc1)c1ccccn1)c1ccccc1	31	23	9.0*	65	13	32	15	-19*
COc1ccc(CN=Cc2cc(C(C)(C)C)cc(C(C)(C)C)c2O)cc1	60	70	33	61	62	90	70	52
c1ccc2cc(N3CCCCC3)ccc2c1	116	86	113	112	96	112	101	117
COC(=O)CC(O)c1ccccc1 (stereo not drawn)	136	104	85	77	97	110	97	83
O=C1C=C/C(=C2/C=CC(=O)C3C(=O)C=CC(=O)C23)c2c(O)ccc(O)c21 (stereo not drawn)	103	105	98	118	89	114	99	107
Nc1c(C(=O)Nc2cccc3ccncc23)sc2nc3c(cc12)C(=O)CCC3	51	63	22	21	49	56	46	-13*
O=NN(CCF)C(=O)NC1C(O)CCCC1O (stereo not drawn)	108	109	94	102	93	108	96	95
C#Cc1nc(/C=C/C(=O)NO)cs1	101	-49*	63	56	68	61	-91*	52
CSc1nc(NCCO)c(C#N)c(-c2cccc([N+](=O)[O-])c2)n1	97	87	91	93	94	112	92	105
COc1ccc(C(=O)C/C(=C\c2ccc(O)c(OC)c2)C(=O)NCc2ccccc2)cc1	82	90	76	83	71	110	80	82
c1ccc2c(c1)ccc[n+]2CCCCC[n+]1cccc2ccccc21	96	98	89	110	101	108	99	88
CCOC(=O)c1ccc(-n2nc(C(=O)NCC(=O)O)nc2-c2ccccc2)cc1	95	105	98	101	104	112	105	88

Screening data (PubChem BioAssay)
